FAS-TE inh = FAS thioesterase (human) inhibition | recombinant FAS-TE, OMFH fluorogenic substrate, fluorescence endpoint | inhibition, % at 15 µM | P49327 | hit rate 0.67% among 360,000;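 active = compounds whose normalised, plate-corrected inhibition of enzyme fluorescence in the single-dose primary screen is 50% or more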;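 also: 0% = DMSO with enzyme and 100% = substrate without enzyme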
PABP1 MLLE inh = blocks PAM2 peptide binding to the PABP1 MLLE domain; GST-MLLE / FITC-PAM2 fluorescence polarization; inhibition, % at 20 µM; hit rate 0.36% among 360,000; P11940; in the data active = inhibition above about 35%, passing the limit was not always enough;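 also: plate controls were DMSO wells with GST-MLLE for no effect and wells lacking GST-MLLE protein for full effect; some results filed as inactive read as strong as hits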
MsrA act = activators of bovine methionine sulfoxide reductase A; hit rate 0.3% among 360,000; activation, % at 10.6 µM; purified bovine MsrA, absorbance read-out; in the data active = activation above about 7.5%;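 also: 0% = vehicle and 100% = reference activator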
CendR NRP1 mod = NRP-1/CendR interaction modulation | O14786 | FAM-RPARPAR peptide binding to NRP-1, fluorescence polarization | inhibition, % at 25 µM | hit rate 0.85% among 360,000 | AID 602438;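 active = inhibition or corrected inhibition above about 18%, plus a signal ratio from 0.5 to 1.5, limit read from the data, passing the limit was not always enough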; also: strong numbers were not always called active
MT1-MMP act inh = MT1-MMP (human) activation inhibition; P50281; HT1080 RFP-PRO-GFP cells, GFP/RFP ratio fluorescence, overnight; percent of plate control window, DMSO zero; GFP/RFP ratio change, % at 20 µM; hit rate 0.061% among 360,000; AID 651647;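 active = GFP/RFP ratio change of at least 30% with cell ATP level not reduced by more than half and red fluorescence within 50% of control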; also: strong numbers were not always called active
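Material: RFP-PRO-GFP reporter HT1080 cells. Dosing: single-point 20 µM compound, 1% DMSO. Controls: DMSO and RFP-L50D-GFP cell wells. Timing: cells overnight before dosing, compound overnight, 37 °C, 5% CO2. Measure: GFP/RFP fluorescence ratio.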
eLon inh = inhibitors of E. coli Lon protease | AID 602123 | hit rate 0.42% among 360,000 | inhibition, % at 7.94 µM | purified E. coli Lon protease, fluorescence polarization | P0A9M0; in the data active = inhibition above about 13%, passing the limit was not always enough;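 also: 0% = enzyme with probe and DMSO and 100% = no enzyme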
MsrA inh = bovine MsrA inhibition; hit rate 0.75% among 360,000; AID 651718; inhibition, % at 15.5 µM; purified bovine MsrA, absorbance read-out; in the data active = inhibition above about 4.5%;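 also: 0% = vehicle wells with enzyme and 100% = reference inhibitor wells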
SKN-1 inh = inhibitors of C. elegans SKN-1 | C. elegans VP596 Pgst-4::GFP/RFP ratio, acrylamide-induced, 24 h | inhibition, % at 21.8 µM | hit rate 0.49% among 360,000 | AID 624304;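 active = interference check ratio from 0.5 to 1.5 plus GFP to RFP signal ratio inhibition reaching or exceeding a fixed threshold, cut at about 30% in these data, passing the limit was not always enough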; also: some compounds called inactive have numbers as strong as hits
TbMetRS inhib = Trypanosoma brucei MetRS inhibition | hit rate 0.4% among 360,000 | purified T. brucei MetRS, ATP depletion, Kinase-Glo luminescence | AID 624268 | inhibition, % at 11.9 µM;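 active = inhibition above a per-plate cutoff of the control wells' mean inhibition plus 3 SD, cut at about 5.5% in these data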;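 also: 0% = DMSO wells median and 100% = median of wells with control inhibitor compound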
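Material: parasite MetRS enzyme / Replication: singlicate, one well per compound / Signal: luminescence of leftover ATP / Schedule: 2 h aminoacylation at 25 °C after 15 min preincubation / Medium: HEPES-MgCl2-KCl buffer plus DTT, spermine, BSA, pyrophosphatase / Doses: 11.9 µM single point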
* marks the source's active call; other numbers are inactive results; nt = not tested or not shown.

SMILES	FAS-TE inh	PABP1 MLLE inh	MsrA act	CendR NRP1 mod	MT1-MMP act inh	eLon inh	MsrA inh	SKN-1 inh	TbMetRS inhib
CCOc1ccc(-n2c(O)c(/C=N/NC(=O)C3COc4ccccc4O3)c3ccccc3c2=O)cc1 (centres undefined)	4	-25	-4	-46	-1	-9	4.0	7	0.7
COc1ccc(C(=O)OCC(=O)Nc2ncc([N+](=O)[O-])s2)cc1OC	-2	0	-4	-61	1	-12	-0.3	-8	0.8
CC(C)(C)c1cc(NCCCn2ccnc2)n2ncc(-c3ccc(Cl)cc3)c2n1	17	-7	-1	0	-20	-3	1.9	26	-0.8
COCCNC(=O)C(c1ccc(O)cc1)N(C(=O)CCC(=O)Nc1nccs1)c1ccc(C)cc1 (centres undefined)	2	-2	-2	3	-1	-6	1.8	2	0.2
Fc1ccc2c(c1)C1OCCCC1C(c1ccccc1)N2 (centres undefined)	18	-10	-6	8	-5	9	0.6	1	-0.9
N#Cc1ccc(OCC(=O)OCC(=O)N2CCc3ccccc32)cc1	12	13	-7	5	0	-1	0.7	9	-0.4
O=C(/C=C/c1cccc([N+](=O)[O-])c1)NCCSc1ccccc1	69*	2	-5	8	0	9	-1.2	-7	-0.8
COC(=O)[C@@]12CCCN1[C@H](c1ccc(-c3ccccc3)cc1)[C@H]1C(=O)N(C)C(=O)[C@H]12	-6	-10	-9	6	4	-1	-0.4	-10	-0.6
CCCC(=O)Nc1ccccc1NC(=O)CCC	-5	4	-5	9	-1	-5	-1.9	30	-0.4
CCC(=O)N1N=C(c2ccc(C)o2)CC1c1ccc(Br)cc1 (centres undefined)	8	0	-3	-1	-1	-9	0.8	3	0.4
Cc1ccccc1-n1c(Cn2c(=O)sc3ccccc32)nnc1SCC(=O)N1CCCC1	-4	-1	0	-4	1	7	-0.3	0	0.1
O=C(Cc1ccccc1)NNC(=O)C1CCN(c2ncccn2)CC1	-4	8	0	-12	2	0	1.6	10	-0.4
COc1ccc(C(=O)c2sc(Nc3cccc(OC)c3)c(C(=O)Nc3cccc(C)c3C)c2N)cc1	3	1	-12	-6	1	4	0.8	-13	-1.6
O=C(CCSc1ccc(Cl)cc1)c1cccs1	15	24	-2	5	-21	-2	-0.7	7	-0.2
CCCn1c(N)c(C(=O)CSc2nnc(C3CC3)n2Cc2ccccc2)c(=O)n(C)c1=O	-3	-7	-2	6	2	0	0.3	3	-0.2
Cc1ccc(CC(=O)Nc2ccc(Cl)cn2)cc1	1	3	-4	7	-2	-11	-0.3	9	-0.3
CSc1nc2ccc(NC(=O)c3ccc(F)c(F)c3)cc2s1	13	-1	0	-4	7	5	-0.1	6	-0.4
CCOc1ccc(/C=C2\SC(=S)N(C)C2=O)cc1OC	6	11	-14	2	4	2	0.2	-27	-1.5
CCN(C(=O)COC(=O)/C=C/c1ccc(C)o1)c1c(N)n(Cc2ccccc2)c(=O)[nH]c1=O	-8	30	-6	6	4	16	2.2	14	-0.4
COc1ccc(-n2cc(CNCCCN3CCCC3=O)c(-c3ccccc3Cl)n2)cc1	-12	10	-6	-4	-5	-6	3.7	-2	-0.6

Part of the list above, as a markdown table:
| canonical_smiles | FAS-TE inh | PABP1 MLLE inh | MsrA act | CendR NRP1 mod | MT1-MMP act inh | eLon inh | MsrA inh | SKN-1 inh | TbMetRS inhib |
| --- | --- | --- | --- | --- | --- | --- | --- | --- | --- |
| COc1ccc(C(=O)OCC(=O)Nc2ncc([N+](=O)[O-])s2)cc1OC | -2 | 0 | -4 | -61 | 1 | -12 | -0.3 | -8 | 0.8 |
| CC(C)(C)c1cc(NCCCn2ccnc2)n2ncc(-c3ccc(Cl)cc3)c2n1 | 17 | -7 | -1 | 0 | -20 | -3 | 1.9 | 26 | -0.8 |
| COCCNC(=O)C(c1ccc(O)cc1)N(C(=O)CCC(=O)Nc1nccs1)c1ccc(C)cc1 (centres undefined) | 2 | -2 | -2 | 3 | -1 | -6 | 1.8 | 2 | 0.2 |

Look-ups from above.
Entry of `Cc1ccc(CC(=O)Nc2ccc(Cl)cn2)cc1` in SKN-1 inh: 9
Entry of `COc1ccc(C(=O)OCC(=O)Nc2ncc([N+](=O)[O-])s2)cc1OC` in MsrA inh: -0.3

Further structures
SMILES	FAS-TE inh	PABP1 MLLE inh	MsrA act	CendR NRP1 mod	MT1-MMP act inh	eLon inh	MsrA inh	SKN-1 inh	TbMetRS inhib
CN=C1CC(C)(C)CC(=O)/C1=C(/O)CCCN1C(=O)c2ccccc2C1=O	-3	0	-8	6	1	4	1.1	0	-1.2
COc1cc(OC)c(OC)cc1/C=C/c1cc(C(F)(F)F)[nH]c(=O)n1	-4	-132	-3	-34	-59	-15	0.5	31	-0.3
O=C(Cn1nnc(-c2cccs2)n1)NCc1ccco1	-7	-5	-4	-6	5	6	-0.6	2	-0.3
Cc1ccccc1SCC(=O)NNC(=O)c1ccncc1	-7	2	-1	9	-1	-5	-1.0	14	0.9
COc1ccc(C(=O)N2N=C(c3cccc(OC)c3)CC2(O)C(F)(F)F)cc1 (centres undefined)	22	7	-1	5	5	-11	2.0	-4	-0.9
C=CC[C@@H](CC(=O)N(CCO)Cc1ccccc1)C(=O)N[C@H](COC(=O)[C@@H](CC=C)CC(=O)OC(C)(C)C)Cc1c[nH]c2ccccc12	20	-4	1	0	-5	-1	-0.9	-2	0.1
CCOC(=O)c1c(NC(=O)CSc2nnnn2C)sc(C)c1C	4	5	-4	8	-6	-3	4.2	3	-0.3
Cc1cccc(NC(=O)C2CCN(S(=O)(=O)c3ccc4c(c3)NC(=O)CO4)CC2)c1C	-6	-3	2	14	-3	-3	2.4	34	0.4
CC(C)c1ccc(OCc2ccc(C(=O)O)o2)cc1	-6	-1	2	-8	3	0	nt	-8	0.2
Cn1c(Cl)c(/C=N/OC(=O)c2cccc(Cl)c2)c2ccccc21	25	4	-3	-2	1	-6	0.8	22	-1.4
O=C(O)C1CCN(C(=O)COc2ccc3c4c(c(=O)oc3c2)CCC4)CC1	0	-5	-5	3	3	-3	3.4	-8	-0.1
COc1ccc(C2SCC(=O)N2c2c(C)n(C)n(-c3ccccc3)c2=O)cc1OC (centres undefined)	-21	12	-1	1	3	3	0.6	18	-0.3
COc1ccc(S(=O)(=O)NCC2CCCN(Cc3cn(C)nc3C)C2)cc1 (centres undefined)	-6	-12	-4	-3	3	-7	-0.8	-8	0.7
O=C(NC(=S)NC1CCSC1=O)c1cccc([N+](=O)[O-])c1 (centres undefined)	0	42*	-2	10	-9	1	2.1	-19	0.0
Cc1cc(NC(=O)Nc2cc(F)ccc2C)n(C)n1	-8	-14	-4	-8	4	0	nt	10	-0.5
Cc1cccc(-n2ncc3c(NC(C)C)ncnc32)c1	-7	-2	-6	-4	-1	-5	-0.4	9	0.3
C=CCn1c(C(C)C)nc2ccccc21	0	2	0	-13	-1	-7	0.5	5	1.8
Cn1c(SCC(=O)Nc2ccccc2F)nc2c(c1=O)SCC2	0	12	-2	12	-2	-6	1.0	9	-0.5
O=C(Nc1nnc(S(=O)(=O)N2CCOCC2)s1)c1cccc(Br)c1	1	-12	-3	0	-1	0	1.4	4	-0.1
O=C1N[C@@H](Cc2ccccc2)C(=O)N2[C@@H]3N(S(=O)(=O)c4ccccc4)c4ccccc4[C@]3(Br)C[C@@H]12	21	-5	2	1	1	-4	-0.7	5	-0.1
COc1ccc(C2(O)CCN(CC(=O)Nc3nccs3)CC2)c(OC)c1	-7	-9	-4	17	-2	-4	2.0	-8	-0.8
Cc1c(NCc2cc(Cl)cc(Cl)c2O)c(=O)n(-c2ccccc2)n1C	3	-7	-2	-13	-16	2	-0.9	18	-0.1
Cc1cc2ncc(C(=O)Nc3ccsc3C(=O)O)c(C)n2n1	-6	16	-3	7	0	-1	0.9	7	0.0
O=C(Nc1cccc([N+](=O)[O-])c1)ONC1=NCCCCC1	-8	10	-11	-4	nt	1	-0.3	2	-0.4
Cc1cc(C(=O)CN2CCCC(C)C2)c(C)n1-c1ccc(F)cc1 (centres undefined)	-4	-16	-5	-16	1	-1	-0.8	16	-0.7
Cc1ccc(S(=O)(=O)NC(C)C(=O)NC2CCCCCC2)cc1 (centres undefined)	-9	18	-3	-5	5	-10	1.8	-1	-0.4
COc1ccc2oc(=O)c(C(=O)NCc3ccc(F)cc3)cc2c1	4	7	-2	1	1	4	1.0	23	-0.5
O=C1C(=O)N(c2ccccn2)C(c2cccc([N+](=O)[O-])c2)/C1=C(/O)c1ccc(Br)cc1 (centres undefined)	0	6	-2	6	-3	-7	1.7	2	1.2
Cc1ccc(-n2nnnc2SCC(=O)NC2CC2)cc1C	1	-5	-4	18	4	-9	-0.3	13	-0.2
CSc1ccc(CN2CCN(C(C)C)C(CCO)C2)cc1 (centres undefined)	-6	5	-4	-11	2	-6	-1.9	-13	-0.7
CC(Sc1nnc(NC(=O)c2cc3ccccc3oc2=O)s1)c1ccccc1 (centres undefined)	-2	-13	0	11	3	2	0.2	-1	0.1
Cc1c(C(=O)OCC(=O)N2CCCC2)cccc1[N+](=O)[O-]	-2	0	-2	13	3	-9	0.6	2	-0.1
CC1=CCC2C(=O)N(c3cccc(C(=O)Nc4ccc(Cl)cc4)c3)C(=O)C2C1 (centres undefined)	20	-6	1	9	4	-1	-0.4	-4	-0.2
Cc1ccc2c(c1)C(=O)CC(O)(C(F)(F)F)O2 (centres undefined)	-3	-2	-8	5	-2	8	0.7	0	-0.7
NC(=O)NC(=O)C(c1ccccc1)N1CCN(S(=O)(=O)Cc2ccccc2)CC1 (centres undefined)	-7	-1	-3	14	6	11	0.2	9	-0.6
CC(C)(C)OC(=O)N1CCC(NC(=O)c2[nH]cnc2C(=O)Nc2ccon2)CC1	-1	-2	-1	-2	2	2	-0.1	-11	0.1
CC(=O)Nc1ccc(C=Cc2ccc([N+](=O)[O-])cc2)cc1	-8	-19	1	-26	-108	-4	-0.5	-9	0.0
CCOc1ccc(OCC)c(NS(=O)(=O)c2ccc3c(c2)n(C)c(=O)c(=O)n3C)c1	20	1	-3	-4	4	-13	1.1	-2	-0.3
Cc1ccc(Nc2c(-c3ccco3)nc3nc(C)cc(C)n23)cc1	-2	2	-2	-15	-4	6	2.0	10	0.6
CCC(C)NCCCOc1c(C)cc(C)cc1Br (centres undefined)	-10	-8	-3	-1	-3	-6	-0.3	2	-1.1
CC(=O)N(C)c1cc([N+](=O)[O-])ccc1OCc1ccccc1	-5	-8	-7	7	4	21	2.1	0	-0.2
COc1cc(C(=O)NC2CCN(Cc3nnnn3Cc3ccc(F)cc3)CC2)cc(OC)c1OC	1	-8	-3	11	1	-4	-1.5	-8	0.5
O=C(COC(=O)CCC(=O)c1ccc(F)cc1)NC1CCCCC1	-6	13	-4	-4	2	6	-0.3	-9	-0.3
O=S(=O)(c1ccccc1)[C@@]1(c2ccc(Br)cc2)C[C@@H]2ON=C(c3ccccc3)[C@@H]2C1	29	-1	-2	11	-2	-3	-0.5	-3	-0.1
COc1ccccc1C1(CC(=O)Nc2nccs2)CCOC(C(C)C)C1 (centres undefined)	4	-21	-7	3	-3	2	1.2	-1	-1.0
COc1ccc(NC(=S)N2CCCN(Cc3cccc(Cl)c3)C2)cc1	5	-67	-3	-12	3	0	-1.0	-2	-0.6
Cc1cccc(C)c1OCC(O)CNS(=O)(=O)c1ccccc1C(=O)N1CCCCC1 (centres undefined)	-2	-6	-9	8	4	-12	0.3	-29	-0.8
O=C(CCCN1C(=O)c2ccccc2C1=O)N1CCOCC1	-5	-4	-1	2	0	0	1.9	3	-0.5
COC(=O)c1cc(S(=O)(=O)Nc2nn(C)c3cccc(F)c23)oc1C	-4	4	-3	5	0	5	-1.1	-6	-0.3

From PubChem
